Autophagy mod = autophagy modulators in MEF cells, primary screen, imaging, high-content, MEF GFP-LC3 | MEF GFP-LC3 puncta imaging; test concentration mostly 10 µM | calls only at 10 µM (by protocol) | hit rate 0.98% among 190,000 | AID 463193, 2010;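 active = percentage of spot-positive cells more than 3 SD above its plate mean, without a fluorescence outlier flag or 80% toxicity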;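 also: spot-positive cell cutoff set from DMSO-treated cells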
XIAP displacement = XIAP antagonists, biochemical, IAP family, fluorescence polarization (AID 1018). XIAP BIR domain, fluorescence polarization peptide displacement; higher % means a stronger effect. one-dose displacement, % at 20 µM; IC50 in µM for titrated hits. hit rate 0.007% among 200,000. E3 ubiquitin-protein ligase XIAP (Homo sapiens); in the data active = displacement above about 50%; also: a part of the inactive calls stands beside numbers as strong as those of hits
Insulin prom up = insulin promoter activators in MIN6 cells, imaging, high-content screening, mouse beta cells. MIN6 insulin promoter-GFP reporter; hits give high values. z-score at 5 µM. hit rate 0.3% among 190,000;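 active = z-score above 3 at 5 µM with at least 500 cells counted in the well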
ER stress rescue = rescue of cells from ER stress-induced death, primary screen, 384-well, CSM14.1, thapsigargin, ATP luminescence (AID 1222); CSM14.1 thapsigargin-induced death rescue, ATP luminescence; higher % means a stronger effect; one-dose cellular ATP content (survival), % at 20 µM; EC50 in µM for titrated hits; 190,000 tested, under 10 active;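 active = EC50 below 50 µM in the dose-response confirmation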;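 also: death triggered by thapsigargin at about 15 µM added after 2 h compound pretreatment; cell ATP read after overnight thapsigargin exposure of roughly 18 to 22 hours; normalized against plate controls of thapsigargin alone and 5% DMSO vehicle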
Lipid droplet = inhibitors of hepatocyte lipid droplet formation, primary screen, imaging, high-throughput imaging, BODIPY stain. AML12 mouse hepatocytes, oleate lipid droplets. inhibition, % at 6.5 µM. hit rate 0.4% among 240,000. AID 1656, 2009;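 active = lipid droplet intensity inhibited by at least 50%, with more than 500 cells counted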
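Assay system: AML12 mouse liver cells | Compound dosing: One dose, 6.5 µM compound | Read-out basis: Droplet intensity reduction, % inhibition | Measured by: Fluorescence imaging, 20x objective, two fields per well | Schedule: Overnight treatment with compound plus oleate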
bCat nuc transl = modulators of beta-catenin nuclear translocation, primary screen, imaging, HeLa cells, immunofluorescence, high-content; nuclear translocation activity, % at 5 µM; hit rate 0.3% among 190,000;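 active = nuclear translocation activity above 50% at 5 µM, with a well cell count of 50 or more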;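 also: per-cell ratio of nuclear to cytoplasmic median beta-catenin stain intensity; plate controls were DMSO negative control for no effect and GSK-3 inhibitor IX positive control for full effect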
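test system = HeLa cells, endogenous beta-catenin | dosing = single 5 µM dose plus 0.02–20 µM confirmation series | times = compound treatment 24 h, 37°C, 5% CO2 | technique = beta-catenin immunofluorescence imaging with DAPI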
Dynein transport = inhibitors of GR-EGFP nuclear translocation, primary screen, dynein cargo transport inhibitor project, imaging, high-content, 3617.4 mouse cells | hit rate 0.47% among 220,000 | z-score, hits read low | test concentration mostly 20 µM; stimulated with dexamethasone, 1 µM; hits give low values | AID 1381, 2008;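 active = plate z-score of nuclear minus cytoplasmic receptor signal below a set negative limit, without overly bright fluorescence or cell loss, cut at about -3.5 in these data, passing the limit was not always enough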;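 also: z-score of nuclear minus cytoplasmic ring GR-EGFP intensity difference per well; some compounds called inactive have numbers as strong as hits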
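Buffer or medium – tet-free medium with charcoal-stripped serum · Signal – automated 10x imaging of fixed Hoechst-stained cells · Also added – dexamethasone agonist, 1.0 µM final, for 30 min · Incubation – induction 48 h, compound 1 h, agonist 30 min · Read-out – GR-EGFP nuclear translocation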
MT stabilize HCS = microtubule stabilizers in HeLa cells, primary screen, imaging, high-content imaging. HeLa tubulin immunostaining HCS, 24 h; share of cells brighter than vehicle mean+2SD. % tubulin-high responders, % at 10 µM. hit rate 0.83% among 200,000. AID 2205, 2009;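 active = plate Z-score above 3 for both tubulin-high and condensed-nucleus cell shares, with cell loss under 80%, at 10 µM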;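 also: anti alpha tubulin signal scored within the nucleus-defined area of each cell; some results filed as inactive read as strong as hits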
WT yeast gro inh = growth inhibition of WT strain, primary screen, mitochondrial fusion inhibitor project, WT and mutant strains, chemical genetic | mitochondrial fusion phenotypic screen | inhibition, % at 10 µM | hit rate 2.1% among 190,000; in the data active = inhibition above about 58%; tested in S. cerevisiae
WT yeast gro inh mutant strain = also measured in WT yeast gro inh; calls as there; inhibition, %; mitochondrial fusion phenotypic screen, mutant strain inhibition
Dynein transport cytoplasmic EGFP = further read-out of Dynein transport, marked with its call; z-score; measured here: cytoplasmic GR-EGFP intensity; hits give high values
Dynein transport nuclear GR-EGFP = recorded beside Dynein transport, whose call it bears; z-score; measured here: nuclear GR-EGFP intensity;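 lower value marks the stronger effect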
Dynein transport cell count = also measured in Dynein transport; calls as there; z-score; measured here: cell count per field
Insulin prom up cell count = further read-out of Insulin prom up, marked with its call; cell count; measured here: cytotoxicity, nuclei count;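 total cells summed across four imaged fields per well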
Lipid droplet cells 6.5 µM = also measured in Lipid droplet; calls as there; cell count; measured here: cell count, cytotoxicity flag;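 cells counted across two imaged fields per well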
bCat nuc transl cell count 5 µM = further read-out of bCat nuc transl, marked with its call; cell count; measured here: cell count, cytotoxicity flag
MT stabilize HCS Hoechst-high % = second read-out of MT stabilize HCS, no call of its own (marks repeat the call); % Hoechst-high responders; measured here: nuclear condensation Hoechst responders;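 share of cells brighter than vehicle mean plus two SD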
MT stabilize HCS cytotoxicity % = second read-out of MT stabilize HCS, no call of its own (marks repeat the call); toxicity, %; measured here: cytotoxicity by cell density;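 0% = mean cell density of plate MIN control wells and 100% = no cells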
Autophagy mod cell loss 18 h = second read-out of Autophagy mod, no call of its own (marks repeat the call); toxicity, %; measured here: cell loss, nuclei count;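 cell loss after 18 h compound exposure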
The depositor's hits bear a star; i = inactive; / = no result given.

SMILES | Autophagy mod | Autophagy mod cell loss 18 h | XIAP displacement | Insulin prom up | Insulin prom up cell count | ER stress rescue | Lipid droplet | Lipid droplet cells 6.5 µM | bCat nuc transl | bCat nuc transl cell count 5 µM | Dynein transport | Dynein transport cytoplasmic EGFP | Dynein transport nuclear GR-EGFP | Dynein transport cell count | MT stabilize HCS | MT stabilize HCS Hoechst-high % | MT stabilize HCS cytotoxicity % | WT yeast gro inh | WT yeast gro inh mutant strain
CSc1ccccc1NC(=O)c1ccc(Cl)s1 | i | -3 | -2.1% | 0.41 | 896 | 8.8% | 14 | 777 | 0.0 | 997 | -0.31 | -0.21 | 0.095 | -0.0033 | 3.1 | 2.1 | 6.5 | / | /
CC(Sc1nnnn1-c1ccc(Cl)cc1)C(=O)NCC(=O)Nc1ccc(F)c(F)c1F (stereo not drawn) | i | 1 | -0.8% | 0.91 | 1377 | 0.2% | -20 | 625 | -0.4 | 981 | -0.47 | -0.27 | -0.55 | 0.54 | 2.1 | 2.1 | 3.6 | 9 | 4
O=c1c2cc(N3CCOCC3)ccc2[nH]c(=S)n1CCCN1CCN(c2ccccc2F)CC1 | i | -5 | -1.9% | -0.19 | 1097 | -0.4% | -3 | 735 | 0.1 | 936 | 0.13 | -0.15 | 0.23 | 0.23 | 4.8 | 2.0 | 7.6 | 1 | -3
O=C(c1ccc(N2CCCC2)c([N+](=O)[O-])c1)N1CCN(CCO)CC1 | / | / | / | -1.5 | 1429 | / | 1 | 695 | 0.8 | 1022 | -0.97 | -0.22 | -0.61 | 0.5 | / | / | / | / | /
COc1ccc(C(=O)N/N=C/c2cccc3cccnc23)cc1 | i | -16 | -13% | -0.27 | 1454 | -2.4% | / | / | 4.0 | 1277 | 0.35 | -0.18 | 0.91 | -0.2 | 1.6 | 1.9 | 0.4 | 1 | 12
CC1(C)S[C@@H]2[C@H](NC(=O)[C@H](N)c3ccc(O)cc3)C(=O)N2[C@H]1C(=O)O | i | 19 | -2.9% | / | / | 0.0% | 3 | 729 | / | / | 0.44 | -0.11 | 0.67 | -0.3 | 2.2 | 1.8 | 3.3 | 14 | 7
O=C1C2C3C=CC(C3)C2C(=O)N1c1cccnc1 (stereo not drawn) | i | 1 | -0.8% | -1.1 | 1374 | 4.3% | 5 | 767 | -1.5 | 1196 | 0.24 | -0.24 | 0.4 | 0.61 | 1.9 | 1.5 | 6.4 | 7 | -7
C#CCOCCOCCOCCNc1nc(N2CCN(C(=O)[C@H](Cc3ccc(O)cc3)n3cc([C@@H](N)CC(C)C)nn3)CC2)nc(N2CCN(C(=O)[C@H](Cc3cc4ccccc4[nH]3)n3cc([C@@H](N)CC(C)C)nn3)CC2)n1 | i | -4 | -1.7% | 0.14 | 1503 | 4.5% | -2 | 674 | -3.9 | 1169 | -0.5 | -0.26 | 0.015 | 0.055 | 2.7 | 1.8 | 4.3 | -6 | -9
O=C(NC1CCCC1)C(c1cccs1)N(Cc1ccco1)C(=O)c1csnn1 (stereo not drawn) | i | 17 | -5.5% | 1 | 1345 | -4.3% | 0 | 767 | 0.2 | 1090 | -0.46 | -0.2 | -0.33 | 0.32 | 1.7 | 1.3 | 4.8 | -2 | 3
CCC(C)(C)NC(=O)CN(C(=O)c1snc(C(N)=O)c1N)c1ccc2nc(C)sc2c1 | i | 0 | 14% | 0.17 | 1364 | 10% | 3 | 600 | 0.4 | 1536 | 1.3 | -0.22 | 0.65 | -1.1 | 0.9 | 1.6 | 1.1 | 5 | 7
COc1ccc(/C=C/C(=O)c2nc3ccccc3n2CC(=O)c2ccc(OC)cc2)cc1 | i | 1 | 0.4% | -0.58 | 997 | -1.5% | / | / | 4.0 | 1419 | -0.81 | -0.077 | -0.17 | 0.064 | 4.8 | 2.0 | 2.0 | 4 | 7
Cc1nc2ccccc2c(=O)n1NC(=O)c1ccccc1[N+](=O)[O-] | i | 2 | -2.9% | 0.17 | 1129 | -1.0% | -6 | 710 | 1.9 | 1027 | 0.2 | -0.2 | 0.19 | 0.73 | 4.3 | 2.4 | 1.1 | -6 | -19
S=C(NC1CCCCC1)N1CCN(Cc2ccccc2Cl)CC1 | i | 16 | -6.7% | 0.2 | 1408 | 3.0% | 4 | 651 | -1.2 | 960 | -0.25 | -0.29 | 0.027 | 0.033 | 1.6 | 0.7 | 3.9 | 38 | 7
O=C(COC(=O)CCC(NC(=O)OCc1ccccc1)C(=O)OCC(=O)Nc1ccccc1)Nc1ccccc1 (stereo not drawn) | i | 1 | -4.9% | -0.01 | 1522 | -2.6% | 31 | 638 | -0.7 | 1070 | 0.76 | -0.26 | 0.53 | -0.046 | 4.1 | 3.2 | 7.6 | -31 | 12
COc1ccc(C(CCN2CCN(c3ccccc3)CC2)c2c(OC)cc(OC)c3c(-c4ccccc4)cc(=O)oc23)cc1 (stereo not drawn) | / | / | / | 0.85 | 550 | / | -1 | 742 | -0.1 | 1061 | 0.94 | -0.66 | 0.46 | -0.51 | / | / | / | / | /
CCCCNC(=O)CO/N=C(\C)c1cc2ccccc2o1 | i | -8 | -7.2% | 1.5 | 1182 | -1.1% | -1 | 655 | -6.2 | 534 | 1.2 | -0.17 | 0.72 | 0.29 | 1.0 | 1.9 | 9.4 | -9 | -10
Cc1csc(NC(=O)CSc2nnc(NC(=O)COc3ccccc3)s2)n1 | i | 10 | -5.4% | -0.15 | 1299 | -2.1% | -1 | 623 | -0.2 | 944 | -0.92 | -0.2 | 0.00088 | 0.044 | 1.9 | 2.0 | 4.0 | 0 | -9
CCOC(=O)c1ccc(Nc2nc(-c3cccnc3)nc3ccccc23)cc1 | i | 2 | -4.4% | -1.2 | 638 | -1.1% | / | / | 2.4 | 1332 | -0.26 | -0.17 | -0.29 | 0.6 | 1.9 | 1.4 | 5.3 | 9 | -5
CCCC1(C(=O)OC)NC(c2ccco2)C2C(=O)N(c3ccc(C)cc3)C(=O)C21 (stereo not drawn) | i | 21 | -1.0% | 0.61 | 1496 | -1.0% | / | / | 2.0 | 1410 | 1.2 | -0.19 | 0.79 | -0.53 | 2.5 | 1.8 | 12 | -11 | 6
O=C(Cn1cnc2c(nnn2Cc2ccc(F)cc2)c1=O)NCC1CCCO1 (stereo not drawn) | i | 1 | -6.9% | -0.21 | 1002 | 1.1% | -18 | 720 | -0.2 | 1183 | 0.32 | -0.12 | 0.081 | 0.82 | 4.0 | 2.3 | 6.1 | -5 | -18

The final two compounds of the part before open the next one:
SMILES | Autophagy mod | Autophagy mod cell loss 18 h | XIAP displacement | Insulin prom up | Insulin prom up cell count | ER stress rescue | Lipid droplet | Lipid droplet cells 6.5 µM | bCat nuc transl | bCat nuc transl cell count 5 µM | Dynein transport | Dynein transport cytoplasmic EGFP | Dynein transport nuclear GR-EGFP | Dynein transport cell count | MT stabilize HCS | MT stabilize HCS Hoechst-high % | MT stabilize HCS cytotoxicity % | WT yeast gro inh | WT yeast gro inh mutant strain
CCCC1(C(=O)OC)NC(c2ccco2)C2C(=O)N(c3ccc(C)cc3)C(=O)C21 (stereo not drawn) | i | 21 | -1.0% | 0.61 | 1496 | -1.0% | / | / | 2.0 | 1410 | 1.2 | -0.19 | 0.79 | -0.53 | 2.5 | 1.8 | 12 | -11 | 6
O=C(Cn1cnc2c(nnn2Cc2ccc(F)cc2)c1=O)NCC1CCCO1 (stereo not drawn) | i | 1 | -6.9% | -0.21 | 1002 | 1.1% | -18 | 720 | -0.2 | 1183 | 0.32 | -0.12 | 0.081 | 0.82 | 4.0 | 2.3 | 6.1 | -5 | -18
O=C(c1cc2c(ccc3ccccc32)oc1=O)N1CCN(CCO)CC1 | / | / | 0.8% | 0.27 | 1192 | 0.3% | -10 | 724 | -1.0 | 1107 | 0.5 | -0.18 | 0.64 | -0.18 | 4.8 | 2.1 | 5.0 | 4 | 0
O=C(NCCCN1CCOCC1)c1ccc(CSCc2cccc(Cl)c2)o1 | i | -3 | -3.6% | -1.2 | 1152 | -1.6% | -34 | 770 | 0.3 | 1044 | 1.1 | -0.35 | 0.23 | 0.37 | 2.1 | 1.9 | 7.3 | -6 | -21
COc1cc(CNCCN(C)C)ccc1OCc1c(F)cccc1Cl | i | -12 | -1.5% | 0.73 | 1391 | -1.8% | 2 | 699 | 0.3 | 1474 | 0.96 | -0.24 | 0.77 | -1 | 4.6 | 2.9 | 7.9 | -7 | 11
CC(C)/C=C1\CCCCC1N(C)C(=O)NC(C)C (stereo not drawn) | i | 7 | -4.8% | -1.8 | 831 | 2.1% | 18 | 762 | 2.2 | 1112 | 0.33 | -0.44 | 0.31 | 0.47 | 2.8 | 2.2 | 11 | 15 | 15
CCOC(=O)c1c(NC(=O)CN2C(=O)NC3(CCCCC3C)C2=O)sc(C)c1C (stereo not drawn) | i | 7 | -0.7% | 0.17 | 1425 | 0.4% | -19 | 644 | 1.0 | 565 | -0.44 | -0.32 | -0.52 | 0.74 | 1.6 | 2.1 | 2.7 | 11 | -6
Cc1c(Cl)cccc1NC(=O)Nc1ccc(C(=O)N2CCCC2)cc1 | i | -10 | -1.4% | -0.53 | 1402 | -1.0% | 2 | 658 | 0.5 | 1060 | -0.023 | -0.24 | -0.23 | 0.35 | 1.9 | 3.1 | 8.0 | 8 | 9
O=C(CSc1nnnn1Cc1ccccc1)Nc1ccc2c(c1)OCCO2 | i | -6 | -15% | 0.36 | 1209 | 0.4% | / | / | -7.6 | 1011 | 3.6 | 0.1 | 2.7 | -2.4 | 5.7 | 3.9 | 3.4 | 25 | 22

Bioassay records (PubChem)
